Screens from PubChem BioAssay.
aGlu spleen mod – qHTS Assay for Inhibitors and Activators of Human alpha-Glucosidase From Spleen Homogenate; Lysosomal alpha-glucosidase (Homo sapiens), P10253; human spleen homogenate, 4-MU-alpha-glucoside fluorescence; Potency, µM (series often up to 79.9 µM), for inactives: at the top dose activity change, negative = inhibition, actives largely listed as inhibitors; hit rate 0.006% among 240,000;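 further: 0% = enzyme with vehicle and -100% = no enzyme basal signal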
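AC50 values come from Hill-equation fits of concentration-response data, normalized to no-enzyme and full-activity controls. Enzyme source: 1 ug human spleen homogenate; 1 mM fluorogenic 4-MU glucoside, pH 5.0 citrate buffer, 37 C, 40 min.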
RECQ1 inh – qHTS Assay for Inhibitors of RecQ-Like Dna Helicase 1 (RECQ1) | Potency, µM (series often up to 57.3 µM), without a hit: top-dose activity, negative = inhibition, actives largely listed as inhibitors | hit rate 0.54% among 240,000 | ATP-dependent DNA helicase Q1 (Homo sapiens), P46063 | RECQ1 DNA unwinding, red fluorescence kinetic read;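 further: plate controls were vehicle for no effect and no enzyme for full effect; nearly all actives have a fitted effect of over 30% in size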
Target sequence (P46063 whole entry, looked up): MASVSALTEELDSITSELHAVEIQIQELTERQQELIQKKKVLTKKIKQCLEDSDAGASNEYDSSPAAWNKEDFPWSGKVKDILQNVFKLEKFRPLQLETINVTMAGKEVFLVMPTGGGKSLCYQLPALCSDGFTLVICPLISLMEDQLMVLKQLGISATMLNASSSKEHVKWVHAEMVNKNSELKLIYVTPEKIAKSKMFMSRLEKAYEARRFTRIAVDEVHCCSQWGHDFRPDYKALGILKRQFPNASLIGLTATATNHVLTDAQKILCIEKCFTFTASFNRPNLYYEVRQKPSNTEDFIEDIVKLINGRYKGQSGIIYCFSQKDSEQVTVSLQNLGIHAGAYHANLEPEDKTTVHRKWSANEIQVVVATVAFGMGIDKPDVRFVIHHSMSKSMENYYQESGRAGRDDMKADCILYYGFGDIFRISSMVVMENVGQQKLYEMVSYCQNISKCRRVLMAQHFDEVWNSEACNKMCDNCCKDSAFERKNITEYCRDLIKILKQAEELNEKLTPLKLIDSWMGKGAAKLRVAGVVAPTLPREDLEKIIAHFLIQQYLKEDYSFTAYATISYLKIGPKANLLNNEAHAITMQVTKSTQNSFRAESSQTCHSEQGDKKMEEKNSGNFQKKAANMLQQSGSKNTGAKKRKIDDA
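RECQ1T1 50 nM; forked duplex (20 bp + 30-nt ss tails) 200 nM, ATP 2 mM final; pH 8.0, 2 mM MgCl2, 2.5 ug/ml poly(dI-dC); 15 min compound preincubation; discontinuous kinetic read over 2 h at RT.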
GAA inhib – qHTS Assay for Inhibitors of Human alpha-Glucosidase as a Potential Chaperone Treatment of Pompe Disease; Lysosomal alpha-glucosidase (Homo sapiens), P10253; purified human GAA, 4-MU-alpha-glucoside fluorescence; Potency, µM (series often up to 76.9 µM), without a hit: at the top dose activity change, negative = inhibition, most hits filed as inhibitors; hit rate 0.005% among 200,000; AID 1466, 2008;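 further: plate controls were uninhibited enzyme wells for no effect and no-enzyme background for full effect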
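Human alpha-glucosidase, 4 nM, pre-mixed with test compounds before 400 uM 4-methylumbelliferyl substrate; 20 min room temperature at pH 5.0. Fluorescence read after pH 10 stop; AC50 values from Hill-equation fits.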
TexasRed fluor – Total Fluorescence Counterscreen for Inhibitors of the Interaction of Thyroid Hormone Receptor and Steroid Receptor Coregulator 2; TRb/SRC2 Texas Red total fluorescence interference; Potency, µM (titrated, usually from 106 µM), for inactives: at the highest dose fluorescence change, negative = quenching; hit rate 0.29% among 280,000; active means well fitted curve in either direction with a large enough effect; inconclusive means small, poorly fitted or top-dose-only effect
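Human TRb ligand-binding domain at 0.6 uM with 20 nM Texas Red SRC2 peptide in Tris buffer containing 1 uM T3 and 5% DMSO, incubated with compound 5 h at ambient temperature. Total fluorescence (555/632 nm) calculated as parallel + 2 × perpendicular.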
TRb-SRC2 inh – qHTS for Inhibitors of the Interaction of Thyroid Hormone Receptor and Steroid Receptor Coregulator 2. Thyroid hormone receptor beta (Homo sapiens), P10828. TRbeta-SRC2 peptide binding, fluorescence polarization; receptor liganded with 1 µM T3. Potency, µM (series often up to 106 µM), inactives show at the top dose activity change, negative = inhibition, most hits filed as inhibitors. hit rate 0.065% among 280,000. AID 1469, 2008;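 further: plate controls were bound peptide for no effect and peptide without receptor for full effect; nearly all actives have a fitted effect of over 50% in size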
Target sequence (P10828 whole entry, looked up): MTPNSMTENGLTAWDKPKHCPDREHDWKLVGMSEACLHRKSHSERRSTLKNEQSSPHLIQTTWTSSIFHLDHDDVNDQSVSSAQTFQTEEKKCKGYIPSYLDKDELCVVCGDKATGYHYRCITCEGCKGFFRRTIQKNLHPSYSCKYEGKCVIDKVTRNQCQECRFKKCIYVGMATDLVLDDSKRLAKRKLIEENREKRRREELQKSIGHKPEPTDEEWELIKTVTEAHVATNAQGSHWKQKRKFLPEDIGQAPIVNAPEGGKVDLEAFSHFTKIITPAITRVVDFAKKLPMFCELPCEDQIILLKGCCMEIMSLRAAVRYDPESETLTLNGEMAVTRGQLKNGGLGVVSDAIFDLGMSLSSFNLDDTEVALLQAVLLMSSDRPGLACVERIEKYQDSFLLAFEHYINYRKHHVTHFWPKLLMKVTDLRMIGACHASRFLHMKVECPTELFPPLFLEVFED
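Compounds were added to 0.6 uM TRb ligand-binding domain and 20 nM Texas Red-labeled SRC2 peptide in Tris buffer containing 1 uM T3, incubated 5 hr at ambient temperature, then read by fluorescence polarization.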
RGS12 GoLoco inh – qHTS Assay for Inhibitors of RGS12 GoLoco Motif Activity (Red Fluorophore). Potency, µM (doses to about 61.6 µM), for the others: at the highest dose activity, negative = inhibition, actives largely listed as inhibitors. Gai1:RGS12 GoLoco peptide FP, rhodamine, 10 min. AID 880, 2007. hit rate 0.44% among 230,000; active means well fitted inhibition curve with a large enough effect, not every such curve was filed as active; inactive means no such curve, though single readings can be large or run the other way; further: nearly all actives have a fitted effect of over 30% in size; many of its hits are not listed in these tables
GAA glycogen – qHTS Assay for Inhibitors and Activators of Human alpha-Glucosidase Cleavage of Glycogen; Lysosomal alpha-glucosidase (Homo sapiens), P10253; recombinant GAA, glycogen substrate, Amplex Red glucose oxidase fluorescence; Potency, µM (titrated, usually from 76.4 µM), inactives show at the top dose activity change, negative = inhibition, most hits filed as inhibitors; hit rate 0.38% among 300,000; AID 2100, 2009;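 further: 0% = full enzyme reaction and -100% = no-enzyme basal signal; the screen sought inhibitors and activators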
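Recombinant enzyme (4 nM final) with compounds titrated up to 77 uM and bovine liver glycogen (30 ug) in citrate pH 5.0, 0.01% Tween-20, 37 C 40 min. Released glucose detected by Amplex Red/glucose oxidase (Ex 573/Em 610); AC50 from Hill fits.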
L3MBTL1 inh – qHTS Assay for the Inhibitors of L3MBTL1. AlphaScreen L3MBTL1–H3K9me1 peptide binding. Potency, µM (titrated, usually from 57.1 µM), inactives show at the top dose activity, negative = inhibition, hits mostly inhibitors. hit rate 0.66% among 230,000. AID 485360, 2010; further: nearly all actives have a fitted effect of over 60% in size
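L3MBTL1 (50 nM) pre-complexed 30 min with biotinylated H3(1-15)K9me1 peptide (75 nM), then compounds added for 30 min at room temperature; AlphaScreen streptavidin donor/nickel chelate acceptor beads (10 ug/mL final) read after 30 min dark incubation.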
The depositor's hits bear a star; i = inactive; u = inconclusive; x = no result given; & = joins results of further samples; [ ] = dose if it differs, or a comment. Unless noted, the call rests on the fitted dose curve; in most records, active means well fitted curve in the direction sought with a large enough effect; inconclusive means small, poorly fitted or top-dose-only effect, or another doubt; inactive means no such curve, though single readings can be large; an effect the other way counts as inactive or inconclusive. Unless noted, on the % scale 0 is the no-effect control and ±100 the full control effect; potency means the concentration at half of the fitted maximal effect. These rows are one share of the data; rates above refer to the full screens.

SMILES	aGlu spleen mod	RECQ1 inh	GAA inhib	TexasRed fluor	TRb-SRC2 inh	RGS12 GoLoco inh	GAA glycogen	L3MBTL1 inh
CC(=O)Nc1ccccc1C(=O)C(=O)Nc1cccc(C(=O)NCc2ccccc2)c1	-16%	-1%	-3%	0%	4%	9%	-6%	u
CCc1ccc(C2=NN(S(C)(=O)=O)C(c3cccs3)C2)cc1 (stereo unspecified)	0%	-10%	-4%	5%	-20%	61%[activator]	3%	x
COc1ccc(O)c(/C=N/Nc2nc3ccccc3[nH]2)c1	1%	u	5%	-4%	7%	11%	u	-25%
Cc1cc2nc3c(nc2cc1C)C1(C(=O)O)CCC3(C)C1(C)C (stereo unspecified)	0%	-3%	-14%	-1%	-20%	6%	7%	0%
NC(=O)C1CCN(CC(=O)Nc2ccccc2Sc2ccc(Cl)cc2)CC1	-3%	-3%	0%	10%	-10%	-11%	16%	-6%
Nc1nc(CN2CCOCC2)cs1	-13%	0%	1%	1%	-8%	3%	0%	x
O=C(NC1CCCC1)C(c1ccccc1)N(C(=O)c1ccno1)c1cccnc1 (stereo unspecified)	-3%	-8%	-1%	1%	-15%	-6%	12%	-7%
COc1ccc(NC(=O)c2nc[nH]c2C(=O)N2CCN(C(=O)OC(C)(C)C)CC2)cc1	-11%	1%	x	-1%	-4%	9%	-6%	x
NC(=O)NC(=O)COC(=O)c1ccccc1OCc1ccc(F)cc1	3%	-7%	x	-1%	4%	4%	-2%	x
CN(c1ccccc1)S(=O)(=O)c1cccc(C(=O)NCCc2ccc(O)c(O)c2)c1	-8%	-11%	8%	-8%	-5%	-19%	u	u
CCN(CC)CCOC(=O)c1ccc(NC(=O)COc2cc(=O)n(CC)c3ccccc23)cc1	-1%	0%	-1%	1%	0%	-13%	3%	7%
CCCCSCCCNC(=S)Nc1ccccc1C	3%	u	-2%	-2%	-2%	-1%	-2%	x
CCOC(=O)c1c(NC(=O)CSc2nc3c(c(=O)n(C)c(=O)n3C)n2CC)sc(C)c1C	-7%	-1%	11%	-1%	-7%	8%	-4%	x
CCN1CNC(=S)N(c2cc(C)ccc2C)C1	-3%	0%	6%	-1%	0%	9%	-1%	-3%
NC(=O)C1CCN(C(=O)N2c3ccccc3Sc3ccccc32)CC1	-3%	-2%	1%	-1%	-6%	-7%	-6%	-2%
CCC(C)(C)n1nnnc1CN1CCc2ccccc21	-8%	-6%	-2%	2%	4%	10%	-26%	x
CCc1ccccc1NC(=O)C1CC(c2ccc(F)cc2)=NO1 (stereo unspecified)	-5%	-3%	6%	-1%	-14%	4%	-2%	-1%
CN(C)S(=O)(=O)c1cccc(NC(=S)Nc2ccc(Cl)cc2Cl)c1	-3%	-6%	-1%	2%	2%	11%	-6%	x
COc1ccccc1/C=C/C(=O)NC(=S)Nc1ccc(S(=O)(=O)N(C)c2ccccc2)cc1	-5%	0%	1%	-3%	-3%	-3%	7%	-1%
CCc1ccccc1NC(=O)COc1cccc2ccc(C)nc12	2%	-2%	2%	-3%	-2%	0%	-4%	4%
O=C(O)CC1Oc2ccc(Cl)cc2NC1=O (stereo unspecified)	-8%	-19%	-3%	-1%	-5%	9%	1%	8%
Cc1cccc(-c2nnc(-c3cccc(NC(=O)Cc4cccs4)c3)o2)c1	-7%	-5%	0%	-2%	-9%	12%	-5%	3%
Cc1ccc(Nc2cc(=O)[nH]c(=O)[nH]2)cc1Cl	0%	i	6%	-4%	-1%	15%	14%	5%
CC(=O)NC(CC(=O)N(C)Cc1cccc(Cl)c1Cl)c1ccccc1 (stereo unspecified)	9%	-16%	-6%	0%	3%	-2%	-3%	x
CCOc1ccccc1C(=O)Nc1nnc(COC)s1	8%	1%	2%	-20%&-1%	4%&-7%	50µM*	-7%	-18%

Next structures.
SMILES	aGlu spleen mod	RECQ1 inh	GAA inhib	TexasRed fluor	TRb-SRC2 inh	RGS12 GoLoco inh	GAA glycogen	L3MBTL1 inh
CCOc1cc(C(=O)NCCOC)ccc1OC	5%	2%	-5%	-1%	-5%	7%	4%	x
CCOC(=O)N1CCN(C(=O)C(C)n2nc(C)n3c(cc4sccc43)c2=O)CC1 (stereo unspecified)	-3%	-11%	0%	2%	1%	7%	-9%	x
CCOC(=O)C(NC(C)=O)(Nc1ccc(F)cc1)C(F)(F)F (stereo unspecified)	2%	-1%	0%	-3%	3%	6%	1%	-1%
CCCn1c(SCC(=O)Nc2ccc3c(c2)CCC3)n[nH]c1=O	-14%	-7%	-10%	-1%	2%	8%	12%	10%
CN(C)c1ccc(-c2cc(NCc3ccccc3)ncn2)cc1	15%	-13%	x	-7%	-2%	5%	x	x
Cc1ccc2[nH]c(=O)c3cc(C(=O)NCC4CCCO4)sc3c2c1 (stereo unspecified)	-2%	-7%	u	-5%	-8%	-5%	-4%	x
CSc1nc2ccc(S(=O)(=O)N(C)C)cc2s1	-2%	-4%	-25%	-4%	-4%	0%	-3%	x
Cc1ccccc1-c1nc(P(=O)(c2ccccc2)c2ccccc2)c(N2CCOCC2)o1	-13%	-25%	-3%	-1%	-3%	3%	-12%	-15%
CCN(c1ccccc1)S(=O)(=O)c1ccc(C(=O)Oc2ccc(C(C)=O)cc2)cc1	-10%	1%	0%	1%	-1%	1%	-8%	7%
O=C(Nc1cc(F)ccc1F)C1CCCO1 (stereo unspecified)	1%	-7%	-5%	-1%	3%	2%	-13%	x
COC(=O)CCCC(=O)N1CCCC(C(=O)c2ccc(OC)cc2C)C1 (stereo unspecified)	0%	-7%	u	1%	11%	7%	1%	-9%
CCOc1ccccc1Cn1c(=O)sc2ccccc21	5%	i	2%	-4%	0%	7%	-14%	59%[activator]
O=C(N/N=C/c1ccc(Br)cc1)c1ccc(Br)o1	2%	4%	-10%	-6%	1%	16%	1%	1%
c1ccc2c(c1)OCC(c1nnc3sc(-c4cnccn4)nn13)O2 (stereo unspecified)	-3%	-22%	-10%	1%	1%	25%	2%	-25%
O=C(CSCCO)Nc1ccc([N+](=O)[O-])cc1	-22%	i	-2%	-1%	0%	-4%	-10%	5%
CN(C[C@H](CC1CCCCC1)N(C[C@H](Cc1ccccc1)N(CCc1ccccc1)N=O)N=O)N=O	8%	-26%	x	-2%	-14%	-6%	-1%	-12%
O=C(NC(=S)Nc1ccc2c(c1)C(=O)c1ccccc1C2=O)c1ccc(F)cc1	-4%	-15%	-3%	-4%[53 µM]	1%[53 µM]	25%	-7%	1%
CC1Oc2ccccc2N(CC(=O)N(Cc2ccccc2)Cc2ccccn2)C1=O (stereo unspecified)	-3%	-4%	u	-2%	3%	-2%	4%	-1%
CN(CCC#N)CC(=O)Nc1ccc(S(N)(=O)=O)cc1	6%	i	4%	0%	-9%	7%	21%	3%
Cc1ccc(S/C(=N\S(=O)(=O)c2ccc(Cl)cc2)c2ccccc2)cc1	0%	-7%	-5%	0%	9%	0%	0%	0%
Cc1ccc(S(=O)(=O)N(Cc2ccc(Cl)cc2)c2ccccc2C(=O)NCc2cccnc2)cc1	3%	-14%	-1%	0%	-2%	3%	-5%	-5%
O=c1c2ccccc2nnn1CSc1nnnn1-c1ccc(O)cc1	-2%	-10%	5%	-2%	4%	-6%	1%	7%
O=C(Nc1ccc(F)cc1F)NC1CCN(S(=O)(=O)c2ccc(F)cc2)CC1	-1%	-22%	u	-4%	4%	5%	0%	x
Cc1cccc(-n2c(C)cc(/C=C3\C(=N)N4N=C(CC(C)C)SC4=NC3=O)c2C)c1	5%	i	u	-1%[53 µM]	5%[53 µM]	6%	-3%	11%
COc1ccc(Cc2nc(-c3ccncc3)no2)cc1	-4%	10%	-9%	-3%	3%	3%	-8%	7%

Four of the compounds above, with two lines to a compound.
Values in the order – aGlu spleen mod, RECQ1 inh, GAA inhib, TexasRed fluor, TRb-SRC2 inh, RGS12 GoLoco inh, GAA glycogen, L3MBTL1 inh
> Cc1cccc(-c2nnc(-c3cccc(NC(=O)Cc4cccs4)c3)o2)c1
→ -7%, -5%, 0%, -2%, -9%, 12%, -5%, 3%
> Cc1ccc(Nc2cc(=O)[nH]c(=O)[nH]2)cc1Cl
→ 0%, i, 6%, -4%, -1%, 15%, 14%, 5%
> CC(=O)NC(CC(=O)N(C)Cc1cccc(Cl)c1Cl)c1ccccc1 (stereo unspecified)
→ 9%, -16%, -6%, 0%, 3%, -2%, -3%, x
> CCOc1ccccc1C(=O)Nc1nnc(COC)s1
→ 8%, 1%, 2%, -20%&-1%, 4%&-7%, 50µM*, -7%, -18%

The list continues.
SMILES	aGlu spleen mod	RECQ1 inh	GAA inhib	TexasRed fluor	TRb-SRC2 inh	RGS12 GoLoco inh	GAA glycogen	L3MBTL1 inh
COc1cc(CNC2CCCCC2)c(Br)cc1OC1CCCC1	2%	-6%	-9%	0%	-7%	1%	-13%	-2%
CCOC(=O)NC(=O)/C(N=Nc1ccc(C(F)(F)F)cc1)=C(\C)O	-10%	10%	-2%	-3%	9%	2%	2%	-25%
NC(=O)c1sc2cc(C(F)(F)F)cnc2c1-c1cccs1	0%	-4%	1%	-3%	-8%	6%	-2%	x
CC1=NN(C(C#N)c2ccccc2)C(c2ccccc2)C1 (stereo unspecified)	1%	-4%	x	-2%	-4%	11%	u	52%[activator]
CC1CCCCC12NC(=O)N(CC(=O)NCCc1ccccn1)C2=O (stereo unspecified)	-5%	i	2%	0%	0%	x	10%	1%
CC(/C=C/c1ccccc1)=N/NC(=O)Cn1nnc(N)n1	-3%	11%	x	0%	7%	-1%	-1%	x
NC1=NS(=O)(=O)NC1c1cccc(Cl)c1 (stereo unspecified)	-6%	-14%	-3%	-6%	3%	-2%	-8%	2%
